Source: PubChem
Mito fusion act: inhibitors of mitochondrial division or activators of mitochondrial fusion; Potency, µM (doses to about 46.1 µM), for the others: at the top dose growth rescue (activation), usual class: activators; 320,000 compounds, 0.23% hits; S. cerevisiae fusion-defective mutant growth rescue, CellTiterGlo 48 h; AID 485298;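 also: potency is read from the fitted curve at half-maximal effect; % of control where 0% means no effect; nearly all actives have a fitted effect of over 45% in size; temperature-sensitive fusion mutants such as fzo1-1 at 37 °C on non-fermentable ethanol glycerol medium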
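Read-out: ATP-based luminescence (CellTiterGlo, 10 min ambient) reporting growth of fusion-defective ts yeast after 48 hours at 37C on glycerol/ethanol YPEG medium in the presence of compound.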
MBNL1 CUG block: MBNL1-poly(CUG) RNA binding inhibition; Q9NR56; TR-FRET MBNL1-His/biotin-(CUG)12 binding, 665/545 ratio; Potency, µM (top dose mostly 57.5 µM), for the others: at the highest dose activity change, negative = inhibition, actives largely listed as inhibitors; 280,000 compounds, 0.036% hits; AID 2675; active = well fitted inhibition curve with a large enough effect in the signal ratio, with a control signal flat, not every such curve was filed as active; inconclusive = small, poorly fitted or top-dose-only effect, or effect the other way, or a change in a side signal; inactive = no such curve, though single readings can be large or run the other way; the % refers to the signal ratio; also: potency is read from the fitted curve at half-maximal effect; % is scaled to controls: 0 for no effect and ±100 for the full control effect
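Compound titration spanned 92 nM–58 uM against the MBNL1-His/biotin-(CUG)12 complex. After 60 min at room temperature with 5 nM streptavidin-XL665 and 0.055 ng/ul terbium anti-His, ratiometric 665/545 nm emission (Ex 340 nm) normalized to controls.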
PTAP TSG101 blk: blocks PTAP/TSG101 interaction to inhibit HIV-1 budding; 340,000 tested, under 10 active; Fluorescence polarization, FITC-PTAP peptide / Tsg101 binding; Q99816; Potency, µM (series often up to 115 µM), for the others: at the top dose activity change, negative = inhibition, actives largely listed as inhibitors; active = well fitted inhibition curve with a large enough effect in the main read-out, with a control signal flat, not every such curve was filed as active; inconclusive = small, poorly fitted or top-dose-only effect, or effect the other way, or a change in a side signal; inactive = no such curve, though single readings can be large or run the other way; also: potency is read from the fitted curve at half-maximal effect; % of control where 0% means no effect
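Steps: Tsg101 binding domain dispensed (10 uM final), compounds pinned in DMSO, FITC-labeled PTAP-motif peptide added (50 nM final); after 20 min binding at room temperature, polarization measured.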
AT treatment: candidate therapy for ataxia-telangiectasia. […] A-T fibroblasts, KAP-1 phosphorylation AlphaLISA; neocarzinostatin DNA damage 30 min before lysis. Potency, µM (titrated, usually from 57.5 µM), for the others: at the top dose activation, actives largely listed as activators. 320,000 compounds, 0.19% hits; also: potency is read from the fitted curve at half-maximal effect; % of control where 0% means no effect; nearly all actives have a fitted effect of over 45% in size
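hTERT-immortalized A-T patient fibroblasts ([…]), 500 cells/well in OPTI-MEM, 1% FBS, got compounds for 60 min, then NCS for 30 min at 37C. Lysates were then assayed for phospho-KAP-1 by AlphaLISA (anti-pKAP1 donor, anti-KAP1 acceptor beads), 6 hr at 25C.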
TCR act: T cell receptor activation; Potency, µM (doses to about 9.22 µM), inactives show at the top dose activation of IL-2 secretion, usual class: activators; AID 504894; primary human leukocytes, anti-CD3, IL-2 HTRF, 48 h; 330,000 tested, under 10 active; also: % of control where 0% means no effect
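Primary human leukocytes were stimulated with a-CD3 beads plus compounds for 48 hr without co-stimulation; secreted IL-2 was quantified by HTRF using a-IL-2-K (europium cryptate) and a-IL-2-d2, excited at 320nm with acceptor emission read at 665nm.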
TSHR antagonist: human thyrotropin receptor antagonism; P16473; TSHR-expressing cells, TSH-stimulated cAMP HTRF, 2 h; active compounds read low; activity change, negative = inhibition, % at 11.5 µM; 330,000 compounds, 0.2% hits; AID 504810;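 active = activity change below a set negative limit, meaning inhibition stronger than a set level, cut at about -70% in these data; inconclusive = activity change between two set negative limits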; also: % is scaled to controls: 0 for no effect and ±100 for the full control effect
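TSHR-expressing cells, 200/well, pre-treated with compound, then stimulated with EC80 TSH (4nM final) for 2 hours at 37 deg C. cAMP measured by competitive HTRF: anti-cAMP cryptate antibody in lysis buffer plus cAMP-d2, read after 30 minutes at room temperature.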
a7 integrin act: integrin-mediated muscular dystrophy alleviation activation; alpha7betagal myoblasts, beta-gal FDG fluorescence, 48 h; Potency, µM (highest dose often 38.3 µM), inactives show at the top dose activation, hits mostly activators; 350,000 compounds, 0.064% hits; AID 624291;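 also: potency is read from the fitted curve at half-maximal effect; 100% = response of the positive control SU9516; nearly all actives have a fitted effect of over 60% in size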
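alpha7betagal+/- myoblasts (passage 13, 250/well) treated 48 h at 37C with compounds at 1:260 dilution of DMSO stock. Lysed, then beta-galactosidase activity read as FDG fluorescence (ex 480/em 540) after 30 min, with pre-read for autofluorescence.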
S-ASM inh: blocks human secretory acid sphingomyelinase; 340,000 compounds, 0.006% hits; P17405; Potency, µM (series often up to 57.5 µM), for inactives: top-dose activity change, negative = inhibition, most hits filed as inhibitors; placental ASM, HMU-PC fluorogenic substrate, 60 min; AID 504937; also: potency is read from the fitted curve at half-maximal effect
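Human placenta-derived ASM preincubated with compound 10 min at room temperature, then reacted with 9 uM (final) fluorogenic HMU-PC substrate for 60 min at 37 C. Stop solution raises pH to 10; fluorescence read at Ex 386/Em 447 nm.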
CXXC DNA block: inhibitors of human MLL CXXC domain-DNA interaction. Q03164. MLL-CXXC / FITC-HOXA9 DNA fluorescence polarization. Potency, µM (doses to about 115 µM), for the others: top-dose activity change, negative = inhibition, hits mostly inhibitors. 290,000 compounds, 0.037% hits; active = well fitted inhibition curve with a large enough effect in the polarisation, with a control signal flat, not every such curve was filed as active; inconclusive = small, poorly fitted or top-dose-only effect, or effect the other way, or a change in a side signal; inactive = no such curve, though single readings can be large or run the other way; the % refers to the polarisation; also: potency is read from the fitted curve at half-maximal effect
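Fluorescence polarization: 7 uM MLL-CXXC (stock) preincubated 5 min with compounds, then 50 nM fluorescein-HOX-A9 DNA (stock) added; 30 min ambient. Buffer 50 mM Tris-HCl pH 7.5, 50 mM NaCl, 1 mM DTT, 0.05% BSA.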
Menin-MLL TR inh: menin-MLL binding inhibition, Texas Red mutant peptide; O00255; Menin + Texas Red MLL mutant peptide, fluorescence polarization; Potency, µM (highest dose often 61.6 µM), for inactives: at the top dose FP activity change, negative = inhibition, most hits filed as inhibitors; 270,000 compounds, 0.23% hits; active = well fitted inhibition curve with a large enough effect in the polarisation, with a control signal flat, not every such curve was filed as active; inconclusive = small, poorly fitted or top-dose-only effect, or effect the other way, or a change in a side signal; inactive = no such curve, though single readings can be large or run the other way; the % refers to the polarisation; also: potency is read from the fitted curve at half-maximal effect; % of control where 0% means no effect; many of its hits are not listed in these tables
The depositor's hits bear a star; i = inactive; ? = inconclusive; / = no result given; [ ] = remark or other dose. Unless noted, calls follow the shape of the dose curve; as a rule, active = well fitted curve in the direction sought with a large enough effect; inconclusive = small, poorly fitted or top-dose-only effect, or another doubt; inactive = no such curve, though single readings can be large; an effect the other way counts as inactive or inconclusive.

| structure | Mito fusion act | MBNL1 CUG block | PTAP TSG101 blk | AT treatment | TCR act | TSHR antagonist | a7 integrin act | S-ASM inh | CXXC DNA block | Menin-MLL TR inh |
| --- | --- | --- | --- | --- | --- | --- | --- | --- | --- | --- |
| CC(C)(C)OC(=O)N1CCCN(C(=O)Nc2cccc(Cl)c2)CC1 | -2% | -11% | 0% | 11% | -11% | -1 | -9% | 2% | -1% | / |
| COCc1ccc(C(=O)NC2CCCc3c2cnn3-c2cc(C)cc(C)c2)s1 (stereo not drawn) | 4% | 11% | -7% | -10% | -8% | -14 | -40% | -3% | 1% | -2% |
| COCC(=O)N1CCC(Oc2ccc(C(=O)NCCCC3CCCC3)cc2)CC1 | 5% | -3% | -6% | 10% | 8% | -10 | -35% | -2% | -8% | / |
| CCOc1ccc(NC(=O)NCC2CCN(Cc3ccc(F)cc3)CC2)cc1 | -4% | -5% | 0% | -2% | -1% | -3 | ? | 5% | -5% | -16% |
| COc1cc(OC)cc(-c2cc3ccc(OC)cc3cn2)c1 | 18% | / | -1% | 13% | 6% | -20 | 0% | -3% | / | / |
| CCc1ccccc1NC(=O)/C(=C/c1ccccc1)c1ccccc1 | 24% | 2% | -4% | 25% | / | -4 | -9%[7.66 µM] | -1% | -1% | 22% |
| Cc1cc(C(=O)O)cc(S(=O)(=O)Nc2ccccc2C(=O)NC2CC2)c1C | 1% | / | 1% | 1% | 2% | -1 | -15% | 5% | / | / |
| COc1ccc(CN2CCN(Cc3cn(C)nc3-c3ccccc3)CC2CCO)c(C)c1C (stereo not drawn) | -3% | -5% | -1% | 0% | -5% | -26 | 10% | 7% | 7% | ? |
| Cc1ccc(S(=O)(=O)N(C(=O)c2ccco2)c2cc3sc(=O)oc3c3ccccc23)cc1 | 11% | 7% | -1% | 1% | 7%[46.1 µM] | -12 | -41%[inhibitor] | -3% | 2% | 2% |
| O=C(c1cc(COc2cccc(C(F)(F)F)c2)on1)N1CCC(Oc2cccnc2)CC1 | -6% | -2% | 5% | -3% | 6% | -14 | -13% | -4% | 0% | / |
| O=C(O)C1CCCCC1C(=O)NCCCCc1ccccc1 (stereo not drawn) | -4% | -19% | -3% | / | -2% | 2 | -18% | 0% | -6% | -10% |
| CCOC(=O)C1=C(COC(=O)CCc2ccccc2)NC(=O)NC1C (stereo not drawn) | 0% | / | -9% | 7% | 6% | -2 | -16% | 7% | / | / |
| CN(C)C(=O)c1cn(-c2ccc(Cl)cc2)c(=O)c2ccccc12 | 6% | -14% | -2% | -1% | -67% | 1 | -5% | 1% | 0% | 4% |
| CC(=O)c1cccc(NC(=O)c2oc(C)nc2C)c1 | 0% | 7% | 5% | -1% | -5% | -6 | -6% | 3% | -13% | -2% |
| CCc1ccc(NC(=S)N(Cc2cccc(Br)c2)CC2CCC(C(=O)O)CC2)cc1 (stereo not drawn) | 0% | -15% | -8% | 0% | 5% | 8 | -11% | -5% | -9% | ? |
| CSc1ccc(CN2CCN(C(=O)c3ccc([N+](=O)[O-])cc3)CC2)cc1 | 4% | ? | 0% | 3% | / | -15 | -21% | 0% | 0% | -17% |
| COc1ccc(CC(=S)NCCc2ccccc2)cc1 | -11% | -9% | -3% | -5% | 3% | 11 | ? | -3% | 5% | 0% |
| CC(C)(C)N=C1NN=C(c2cc3ccccc3o2)CS1 | 0% | 31%[activator] | -2% | -6% | -1%[46.1 µM] | 1 | 1% | -1% | 5% | 0% |
| Cc1ccc(Cn2nnnc2CN2CCC(NC(=O)C(C)(C)C)CC2)cc1 | 4% | -19% | -2% | -5% | -5% | 18 | -20% | 4% | -20% | 18% |
| Cc1cc(Br)cc(C)c1OCC(=O)NNC(=O)c1cccs1 | -3% | 0% | -2% | -2% | 3% | -18 | 17% | / | 0% | 12% |
| Cc1c(Cl)cccc1NC(=S)NC1CCN(Cc2ccccc2)CC1 | 6% | -11% | 0% | 1% | -4%[46.1 µM] | 7 | -36% | 2% | 10% | 10% |
| O=C(NCCc1ccccc1)C(=O)c1cn(CC(=O)N2CCCC2)c2ccccc12 | 4% | 7% | / | 1% | -2% | -5 | 16% | 1% | -17% | / |
| Cc1nc(CCNC(=O)CC2C(=O)NCCN2Cc2ccccc2)nc2c1CCC2 (stereo not drawn) | 1% | 0% | -3% | 11% | -25% | -8 | -6% | 30% | -3% | / |
| Fc1nc(F)c(F)c(NCCCNc2c(F)c(F)nc(F)c2F)c1F | -2% | -9% | -1% | 7% | -1% | -19 | -52%[inhibitor] | -6% | 7% | ? |
| CCNc1nc(Cl)nc(NC2CCCCC2)n1 | 1% | 1% | -1% | 5% | / | 7 | -29% | 2% | -1% | -1% |
| COc1c(C)cc(C(=O)C2CCCN(S(=O)(=O)c3c(C)noc3C)C2)cc1C (stereo not drawn) | 14% | 8% | -7% | 1% | 7% | -14 | 0% | 0% | -1% | 0% |
| CN(C(=O)COC(=O)/C=C/c1ccc2ccccc2n1)C1CCS(=O)(=O)C1 (stereo not drawn) | -1% | 11% | 1% | -1% | 4% | -5 | -9% | -4% | 10% | -11% |
| CC(C)C(c1nnnn1Cc1ccccc1)N1CCN(Cc2ccc3c(c2)OCO3)CC1 (stereo not drawn) | -2% | -11% | 0% | 9% | -13% | -1 | -19% | 2% | -2% | -13% |
| COc1ccc(Sc2ccc(/C=C3\C(=O)NN(c4ccccc4)C3=O)o2)cc1 | -2% | 19% | -1% | 7% | 1%[46.1 µM] | -2 | -33% | -9% | -7% | ? |
| COc1ccc(C(=O)NNC(=O)C(=O)NC(C)c2ccccc2)cc1OC (stereo not drawn) | -8% | 4% | -7% | -3% | 0% | -1 | -34% | -3% | -4% | 0% |

Three compounds from above with just a7 integrin act, TSHR antagonist and PTAP TSG101 blk.
structure | a7 integrin act | TSHR antagonist | PTAP TSG101 blk
Cc1c(Cl)cccc1NC(=S)NC1CCN(Cc2ccccc2)CC1 | -36% | 7 | 0%
O=C(NCCc1ccccc1)C(=O)c1cn(CC(=O)N2CCCC2)c2ccccc12 | 16% | -5 | /
Cc1nc(CCNC(=O)CC2C(=O)NCCN2Cc2ccccc2)nc2c1CCC2 (stereo not drawn) | -6% | -8 | -3%

Of the compounds above, these contain bromine:
| structure | Mito fusion act | MBNL1 CUG block | PTAP TSG101 blk | AT treatment | TCR act | TSHR antagonist | a7 integrin act | S-ASM inh | CXXC DNA block | Menin-MLL TR inh |
| --- | --- | --- | --- | --- | --- | --- | --- | --- | --- | --- |
| CCc1ccc(NC(=S)N(Cc2cccc(Br)c2)CC2CCC(C(=O)O)CC2)cc1 (stereo not drawn) | 0% | -15% | -8% | 0% | 5% | 8 | -11% | -5% | -9% | ? |
| Cc1cc(Br)cc(C)c1OCC(=O)NNC(=O)c1cccs1 | -3% | 0% | -2% | -2% | 3% | -18 | 17% | / | 0% | 12% |

(cont.)
| structure | Mito fusion act | MBNL1 CUG block | PTAP TSG101 blk | AT treatment | TCR act | TSHR antagonist | a7 integrin act | S-ASM inh | CXXC DNA block | Menin-MLL TR inh |
| --- | --- | --- | --- | --- | --- | --- | --- | --- | --- | --- |
| O=C1c2ccccc2C(=O)N1CSc1nnnn1-c1ccccc1 | 3% | ? | -5% | 2% | -1% | -5 | -1% | -1% | -1% | 10% |
| Cc1cc(C)nc(NS(=O)(=O)c2ccc(NC(=O)c3cc4c(=O)n5cccc(C)c5nc4n3C)cc2)n1 | -1% | -2% | -4% | 11% | 0% | -4 | ? | i | 12% | -14% |
| COC(=O)c1cc(NC(=O)C2(S(=O)(=O)c3ccc(C)cc3)CC2)cc(C(=O)OC)c1 | 4% | / | 0% | 0% | 2%[46.1 µM] | -5 | -2% | 1% | -7% | -2% |
| COc1ccc2nc3cc([N+](=O)[O-])ccc3c(NNc3ccc([N+](=O)[O-])cc3)c2c1 | / | / | -6% | / | -70% | / | -17% | -15% | / | / |
| COc1ccc(-n2nnnc2SCC(N)=O)cc1 | -4% | 2% | -3% | -3% | -3% | 0 | 2% | 1% | 11% | 10% |
| Cc1cc(C(=O)NCC(c2ccco2)N(C)C)ccc1[N+](=O)[O-] (stereo not drawn) | 4% | ? | 6% | 8% | -1% | 1 | 2% | 6% | -9% | -10% |
| COc1ccc(-c2cc(C(=O)N/N=C/c3cccnc3)c3ccccc3n2)cc1 | -5% | 1% | 1% | 14% | 6% | -1 | -11% | 63%[activator] | 4% | / |

Some of the compounds tested; rates above refer to the full screens.
